# Screens deposited in PubChem by several laboratories.
# RGS4-Gao reg: modulates binding of RGS4 to human Galphao; P09471; Multiplexed bead flow cytometry; actives lie on both sides; binding response (% of control), % at 10 µM; 0.33% of 220,000 active; AID 1415; in the data active means binding response below about 49% or above about 150%; inactive means in between;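 further: fluorescent Galphao activated with aluminum fluoride binding bead-coupled RGS4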
# Mcl-1 Bim block: human Bim-Mcl-1 interaction inhibition; AID 1009; Q07820; inhibition, % at 10 µM; 0.1% of 190,000 active; Bead-based flow cytometry, Bim peptide-Mcl-1 binding;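 further: 0% = no compound tracer wells and 100% = peptide blocker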
# Target sequence (Q07820 whole entry, looked up): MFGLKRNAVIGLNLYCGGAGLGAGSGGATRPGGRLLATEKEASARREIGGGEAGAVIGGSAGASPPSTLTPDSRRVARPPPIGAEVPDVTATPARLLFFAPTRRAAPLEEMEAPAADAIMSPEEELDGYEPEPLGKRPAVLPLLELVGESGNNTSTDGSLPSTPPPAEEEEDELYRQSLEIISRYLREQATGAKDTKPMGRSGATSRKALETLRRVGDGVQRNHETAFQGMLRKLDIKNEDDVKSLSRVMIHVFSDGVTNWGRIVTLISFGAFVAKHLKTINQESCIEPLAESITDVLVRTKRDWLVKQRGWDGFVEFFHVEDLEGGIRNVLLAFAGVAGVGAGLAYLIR
# Bcl-B Bim block: inhibitors of Bim-Bcl-B interaction, human; 0.073% of 190,000 active; AID 951; inhibition, % at 10 µM; bead-based flow cytometry, Bim peptide-Bcl-B binding; Q9HD36;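 further: 0% = tracer peptide without compound and 100% = reference inhibitor peptide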
# Target sequence (Q9HD36 whole entry, looked up): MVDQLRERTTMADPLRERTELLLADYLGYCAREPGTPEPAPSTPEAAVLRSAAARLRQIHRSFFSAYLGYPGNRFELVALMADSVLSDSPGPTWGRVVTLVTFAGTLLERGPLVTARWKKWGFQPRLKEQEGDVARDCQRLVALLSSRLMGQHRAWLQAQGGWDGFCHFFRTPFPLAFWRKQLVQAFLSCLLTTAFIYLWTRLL
# Bim-Bcl-W: inhibitors of Bim-Bcl-W interaction, human. Q92843. bead-based flow cytometry, Bim peptide-Bcl-W binding. inhibition, % at 10 µM. 0.02% of 190,000 active. AID 952;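 further: 0% = bound tracer without compound and 100% = peptide blocker; higher means less fluorescent Bim peptide bound to Bcl-W beads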
# Target sequence (Q92843 whole entry, looked up): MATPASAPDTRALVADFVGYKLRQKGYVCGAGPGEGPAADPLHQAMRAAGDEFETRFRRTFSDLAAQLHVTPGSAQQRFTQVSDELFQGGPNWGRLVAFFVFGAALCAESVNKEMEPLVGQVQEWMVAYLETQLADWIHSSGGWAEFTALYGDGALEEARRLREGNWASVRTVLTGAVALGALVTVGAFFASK
# Mcl1 Bid PPI: Mcl-1/Bid interaction inhibition | TR-FRET Mcl-1/Bid-Dy647 peptide binding, 1536-well | inhibition, % at 21.7 µM | 0.97% of 220,000 active | AID 1021;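 active means compounds that cut the binding signal by more than half at the single screening dose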;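 further: His-tagged Mcl-1 with europium anti-His antibody binding Bid BH3 peptide; 0% = Mcl-1 plus peptide wells and 100% = peptide-only wells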
# RGS7-Gao reg: regulators of human RGS7-Galphao interaction. P09471. Multiplexed bead flow cytometry, RGS7-Galphao binding; actives lie on both sides. binding response (% of control), % at 10 µM. 0.35% of 220,000 active. AID 1439; in the data active means binding response below about 49% or above about 150%; inconclusive means no clear call, values can overlap the other calls; inactive means in between;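 further: fluorescent Galphao held in activated GDP-AlF4 state binding bead-coupled RGS7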
# Bim-Bfl-1: human Bim-Bfl-1 interaction inhibition; Q16548; Bead-based flow cytometry, Bim-Bfl-1 binding inhibition; inhibition, % at 10 µM; 0.12% of 190,000 active; AID 1008;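 further: 0% = wells without compound plus tracer and 100% = blocker peptide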
# GSH bead fluor: GSH bead compound fluorescence profile; GSH beads flow cytometry, compound fluorescence 488/530 nm; stronger effect = higher value; fluorescence (KMESF) at 10 µM; 0.25% of 190,000 active; in the data active means fluorescence above about 89;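 further: glutathione beads carrying GST-tagged Bcl family fusion proteins plus one bare bead set; values are compound well signal with DMSO vehicle wells as background; inactives centre near 16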
# RGS8-Gao: human RGS8-Galphao interaction regulation. P09471. multiplexed bead flow cytometry, RGS8-Galphao binding; actives lie on both sides. response (percent of control binding), % at 10 µM. 0.34% of 220,000 active; in the data active means response below about 60% or above about 140%; inactive means in between;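 further: Galphao activated as the GDP aluminium fluoride complex binding bead-coupled RGS8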
# Bcl-XL Bim block: human Bim-Bcl-XL interaction inhibition | Q07817 | inhibition, % at 10 µM | 0.04% of 190,000 active | Bim peptide-Bcl-XL binding, bead flow cytometry, fluorescence
# Bcl-2 Bim block: inhibitors of Bim-Bcl-2 interaction, human; 0.06% of 190,000 active; P10415; Bead-based flow cytometry, Bim peptide-Bcl-2 binding; AID 950; inhibition, % at 10 µM; in the data active means inhibition above about 40%; inconclusive means no clear call, values can overlap the other calls;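 further: 0% = no compound wells with probe peptide and 100% = reference peptide inhibitor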
# Target sequence (P10415 whole entry, looked up): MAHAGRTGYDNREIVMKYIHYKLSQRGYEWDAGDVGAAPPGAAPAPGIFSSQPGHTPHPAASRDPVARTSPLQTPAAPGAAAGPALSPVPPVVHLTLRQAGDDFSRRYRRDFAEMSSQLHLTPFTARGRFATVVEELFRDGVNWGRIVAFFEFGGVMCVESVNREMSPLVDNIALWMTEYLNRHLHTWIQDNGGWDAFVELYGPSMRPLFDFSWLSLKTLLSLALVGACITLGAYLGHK
# The depositor's hits bear a star; ? = inconclusive; nt = not tested or not shown. Unless noted, no stated cut-off is given here; in the data, active means inhibition above about 40%.
SMILES,RGS4-Gao reg,Mcl-1 Bim block,Bcl-B Bim block,Bim-Bcl-W,Mcl1 Bid PPI,RGS7-Gao reg,Bim-Bfl-1,GSH bead fluor,RGS8-Gao,Bcl-XL Bim block,Bcl-2 Bim block
N#Cc1c(N2CCN(C(=O)c3ccccc3)CC2)nc(-c2ccccc2)c2c1CCCC2,103,0,-9,0,3,102,-11,11,99,-1,-16
O=c1cnc2ccccc2n1CC1CCCCC1,107,0,3,0,15,100,0,8,103,-1,2
CN(C)S(=O)(=O)c1ccc(NC=O)cc1,102,4,-2,5,-2,104,7,12,102,1,0
COc1ccccc1NC(=O)CSc1nnc(-c2ccncc2)o1,99,-1,-7,1,-54,98,-10,45,101,-4,-7
CCC1(C)Cc2ccccc2-c2nc(NCCO)[nH]c(=O)c21 (stereo not drawn),96,-2,-15,0,12,98,-11,34,99,-7,-8
CC1(C)CC(=O)c2cc3c(nc2C1)CC(C)(C)CC3=O,102,-3,-4,-1,-1,106,5,11,93,0,-3
Cc1ccc(NC(=O)CN(C)C(=O)CSc2nc3ccccc3o2)cc1,98,-3,-2,-5,-4,93,-2,22,102,-1,0
Cc1ccc(S(=O)(=O)NCC2CCCO2)cc1[N+](=O)[O-] (stereo not drawn),90,-7,-9,-5,-15,97,-16,16,94,-9,-7
CSc1ccccc1NC(=O)c1noc2c1CCC2,91,-2,-10,2,-34,99,10,22,95,0,0
Cc1ccc(NC(=O)N2CCC(C(N)=O)CC2)cc1,100,0,-5,0,2,100,-13,20,102,-2,-9
COc1cccc(/C=C/C(=O)OCC(=O)c2ccc3c(c2)NC(=O)CO3)c1OC,101,0,0,-2,-27,100,-2,15,99,-2,1
CCN(CC)c1ccc(NC(=O)CCNC(=O)c2ccco2)cc1,101,-1,-5,0,-74,102,-2,8,100,-5,-1
c1cncc(CSc2nnc(-c3cccnc3)n2Cc2ccco2)c1,102,0,-4,0,-5,102,-10,45,99,2,-6
Cc1ccc(O)c(NC(=O)c2ccco2)c1,98,-9,-9,-3,8,103,-20,36,99,-14,-11
CC(C)(C)NC(=O)CSC(=Nc1cccc(F)c1)NC#N,100,0,0,-1,-14,99,-3,9,104,-1,-5
COc1ccc(OC)c(Cc2nnc(CCC(=O)NC3CCCCC3)o2)c1,102,-4,-5,0,-13,101,-3,10,99,-6,-2
O=c1[nH]c2ccccc2nc1/C=C/c1ccc(O)cc1,104,-2,-4,0,-73,104,-6,22,105,-2,0
CCc1ccc(NC(=O)c2cc(-c3ccco3)on2)cc1,97,-6,-8,-3,-4,101,-18,20,99,-10,-13
O=C(OCC1CC(c2ccccc2)=NO1)c1ccc(Br)cc1 (stereo not drawn),103,1,2,2,-9,106,8,11,103,0,-1
O=C(NCc1ccc(F)cc1)c1ccc(CS(=O)(=O)Cc2ccccc2F)o1,96,0,-12,-1,-21,96,-17,36,100,2,-10
C=CCOC(=O)C1=C(C)NC(SCC(=O)N(CC)CC)=C(C#N)C1c1ccccc1 (stereo not drawn),100,1,-1,-1,-5,96,0,20,100,0,0
CSCCC(NC(=O)c1ccco1)C(=O)OCc1cc([N+](=O)[O-])cc2c1OCOC2 (stereo not drawn),101,-1,-3,-2,-19,101,-7,7,101,-6,-2
O=C(Nc1cnccn1)c1csc2ccccc12,104,-5,-10,-4,11,105,-10,24,102,0,-9
CC1(C)CC(=O)C(/C=N/c2ccccn2)=C(O)C1,99,-4,-7,-3,-31,95,-17,31,98,-9,-14
CNC(=O)c1nn(-c2ccc(C)cc2)ccc1=O,100,-3,-1,-1,1,102,-2,11,100,-1,0
# Carrying on.
SMILES,RGS4-Gao reg,Mcl-1 Bim block,Bcl-B Bim block,Bim-Bcl-W,Mcl1 Bid PPI,RGS7-Gao reg,Bim-Bfl-1,GSH bead fluor,RGS8-Gao,Bcl-XL Bim block,Bcl-2 Bim block
COc1ccc(OC)c(NC(=O)CSc2ccccc2)c1,88,-2,-2,0,-20,92,-1,16,101,0,-5
CC(=O)c1cccc(NC(=O)COC(=O)c2cccc(N3C(=O)c4ccccc4C3=O)c2)c1,101,-3,-3,-3,11,100,-2,12,99,-6,-2
COc1ccc(-c2ccc(SCc3ccccn3)nn2)cc1OC,100,0,-2,1,-14,97,-5,10,100,-1,-3
CC(C)c1ccc(/C=C2\SC(N3CCCC3)=NC2=O)cc1,104,0,-1,1,3,104,0,22,106,2,2
CCCn1c(-c2ccncc2)n[nH]c1=S,103,-2,-11,-4,-53,104,-6,27,101,-3,-5
N/C(=N\OCc1ccccc1)c1nonc1N,102,0,-2,0,-26,102,-4,12,104,0,-2
COc1ccc(C2C(C(=O)NCCN3CCOCC3)c3ccccc3C(=O)N2C2CCCCC2)cc1 (stereo not drawn),97,-6,-4,-6,-21,98,-2,25,100,-8,-7
CC1(C)CC(=O)C2=C(C1)N(Cc1cccnc1)C(=O)C2(NC(=O)C1CC1)C(F)(F)F (stereo not drawn),104,-4,-9,-2,-22,109,-11,8,107,-6,-14
O=C(Nc1ccccc1)N1CCC(C(=O)N2CCN(c3ccccc3F)CC2)CC1,96,nt,nt,nt,-3,96,nt,19,89,nt,?
COC(CNS(=O)(=O)c1cccc2nonc12)OC,100,-1,-1,0,22,97,2,15,99,1,2
CC1=C(C(=O)N2CCOCC2)C(c2ccc(Cl)cc2)NC(=S)N1 (stereo not drawn),100,-5,-11,-7,-44,96,2,14,99,-9,-2
CC1CCCC(NC(=O)C2CCN(S(=O)(=O)N3CCC4(CC3)OCCO4)CC2)C1C (stereo not drawn),102,-2,-9,0,-21,101,-17,29,101,-7,-14
COc1ccc(OC)c(NC(=O)c2ccc(CSc3nnc(C)s3)cc2)c1,111,3,-1,3,-12,105,0,18,108,0,0
CSc1ccc(NC(=O)NCCCN2CCN(c3ccccc3F)CC2)cc1,102,0,-3,1,-48,94,-8,5,102,0,-7
COc1ccc(CCN2C(=O)C3C4C=CC(C5CC45)C3C2=O)cc1OC (stereo not drawn),101,0,-3,2,-17,100,0,25,100,1,-1
COC(=O)c1ccc(-n2c(C)cc(C(=O)COC(=O)CC3Sc4ccccc4NC3=O)c2C)cc1 (stereo not drawn),100,-5,-6,0,-41,103,1,4,106,-5,1
Cc1cc(/N=C/N(C)C)on1,103,2,2,2,-14,105,2,23,99,4,6
CCOc1ccccc1C(=O)N(Cc1ccco1)C1CCS(=O)(=O)C1 (stereo not drawn),102,-4,-10,0,-14,98,-12,24,104,-4,-9
Cc1ccc(C2CC(c3ccco3)n3ncnc3N2)cc1 (stereo not drawn),104,-2,-8,-4,1,109,-12,13,105,-3,-6
COc1ccc2[nH]c3c(c2c1)CCNC3C1CC=C(C)CC1 (stereo not drawn),102,-2,-6,-2,-59,96,-4,13,102,-2,-2
CCN(C(=S)NC(=O)C1CCCC1)C1CCCCC1,100,1,-7,1,3,?,0,13,102,1,-2
O=C(c1cc(-c2ccccn2)nc2ccc(Br)cc12)N1CCc2ccccc2C1,104,-5,-16,-5,1,102,-14,35,103,-8,-9
O=C(NCCc1c[nH]c2ccccc12)/C(=C/c1cccnc1)NC(=O)c1ccco1,100,1,0,0,-59,100,-7,27,105,-1,2
COc1cc2c(cc1OC)CN(C(=O)c1cc(=O)c3ccccc3o1)CC2,101,0,0,-5,-6,98,-1,35,93,2,6
CCCN1C2=NS(=O)(=O)CCN2c2ccccc21,100,-2,-6,0,11,101,-14,24,101,-5,-6
# Next section:
SMILES,RGS4-Gao reg,Mcl-1 Bim block,Bcl-B Bim block,Bim-Bcl-W,Mcl1 Bid PPI,RGS7-Gao reg,Bim-Bfl-1,GSH bead fluor,RGS8-Gao,Bcl-XL Bim block,Bcl-2 Bim block
NC(=O)N/N=C/c1ccccc1OCC(=O)NCc1ccccc1,108,-3,-6,-3,-3,109,0,10,104,-3,-1
O=C(O)c1cccnc1Sc1ccccc1,106,-5,-8,-2,0,106,0,7,103,-7,-1
O=C(O)c1ccc(Nc2ncnc3c2cnn3Cc2ccccc2)cc1,103,-1,-19,-1,5,103,4,15,107,-7,0
CCOC(=O)c1oc2ccccc2c1CN1CCCCC1,102,-1,-4,0,-8,102,-9,63,100,0,-6
CCOC(=O)CCCNC(=O)CCNC(=O)c1ccc(OCC)cc1,101,-1,0,0,-12,101,-1,15,100,0,1
Cc1cc(C)c2c(CN3CCN(CCO)CC3)cc(=O)oc2c1,93,0,1,0,-22,93,-3,22,96,-1,-1
COc1ccc(C(=O)Nn2c(SCC(=O)N3CCC(C)CC3)nc3ccccc3c2=O)cc1,100,3,0,1,-2,102,0,14,103,1,4
COC(=O)c1ccc(CSc2nc3ccccc3c(=O)n2Cc2ccco2)o1,88,-2,2,-4,-11,93,2,8,84,-3,-6
CC(=O)c1ccc(NC(=O)C2Cc3ccccc3CN2C(=O)c2ccccc2)cc1 (stereo not drawn),96,0,-7,-4,0,93,-6,11,102,-9,-7
Cc1ccc(C(=O)NC(=S)Nc2cccc3c(C)cc(C)nc23)cc1,113,1,3,3,-63,110,-4,28,103,0,-1
c1ccc2c(c1)C(=NC1CCCCC1)NC2=NC1CCCCC1,98,-4,-2,-2,0,98,-5,21,99,-2,-4
O=C(O)c1cccc(-n2cccc2/C=C\[N+](=O)[O-])c1,95,-2,-2,-2,-7,93,-4,11,94,-2,1
Cc1ccccc1/C=C1\CCCc2ccccc2C1=O,112,-13,-10,-8,2,107,-8,17,109,-9,2
Cc1ccc(-c2nc(C#N)c(NCc3cccc4c3OCO4)o2)cc1,102,-4,-2,-1,2,101,-1,16,97,-1,0
O=C(O)CS/C(=C\c1ccc(F)cc1)c1nc2ccccc2s1,94,2,2,0,3,91,7,10,101,4,7
O=C(CNc1cc(S(=O)(=O)N2CCOCC2)ccc1N1CCCC1)N1CCc2ccccc21,105,-1,-6,-3,-14,106,-4,13,104,0,-3
O=C(CCc1nnc(-c2ccc(-c3ccccc3)cc2)o1)N1CCCCC1,100,2,-2,-1,-37,101,-6,15,101,-3,-5
Cc1ccc(N2C(=O)c3ccccc3C2C(=O)c2cc(C)ccc2O)cc1 (stereo not drawn),99,-2,0,0,-57,98,0,10,99,-3,-2
Nc1nnc(SCc2ccccc2Cl)s1,99,0,-3,-2,-27,99,-4,32,97,-17,-4
CN(C)c1ncnc2c1NC1=C(S2)C(=NCCCC(=O)O)CC(C)(C)C1,103,-1,-2,-1,-45,102,-1,67,98,-2,-1
COC(=O)c1c(N)c(C#N)c(C)n1-c1ccccc1,98,3,-5,3,-44,98,-8,27,101,1,-3

# Only RGS4-Gao reg, Bim-Bcl-W and Bcl-B Bim block (3 entries from above):
mol	RGS4-Gao reg	Bim-Bcl-W	Bcl-B Bim block
O=C(O)c1cccnc1Sc1ccccc1	106	-2	-8
O=C(O)c1ccc(Nc2ncnc3c2cnn3Cc2ccccc2)cc1	103	-1	-19
CCOC(=O)c1oc2ccccc2c1CN1CCCCC1	102	0	-4
